# GLS inh = glutaminase GLS (human) inhibition; AID 624170; O94925; GLS enzymatic activity, qHTS titration; Potency, µM (doses to about 45.5 µM), without a hit: at the highest dose activity change, negative = inhibition, hits mostly inhibitors; actives 0.21% (n = 410,000); further: potency means the concentration at half of the fitted maximal effect; on the % scale 0 is the no-effect control and ±100 the full control effect
#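 Assay buffer: 45 mM KH2PO4 pH 8.2, 0.02% Tween-20. hKGA acts on L-glutamine (1 mM solution added); product glutamate is reported by an oxidase/peroxidase Amplex Red coupling, with fluorescence taken at baseline and 30 min.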
# RGS4 inhibitor = blocks human RGS4-accelerated GTP hydrolysis. AID 504845. Transcreener GDP fluorescence polarization, RGS4-accelerated GTP hydrolysis. P49798. Potency, µM (highest dose often 114 µM), for inactives: at the top dose activity change, negative = inhibition, usual class: inhibitors. actives 0.039% (n = 390,000); further: potency means the concentration at half of the fitted maximal effect; on the % scale 0 is the no-effect control and ±100 the full control effect; nearly all actives have a fitted effect of over 75% in size; some results filed as inactive show a strong effect at the top dose
#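 MLSMR compounds (23 nl, pin-transferred) preincubated 10 min at room temperature with a 500nM (2x) first reagent, then RGS4 at 900nM (2x) plus Transcreener GDP mix added; fluorescence polarization (620/688 nm) read before and after 90 min at 30 °C.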
# HP1b chromo inh = HP1-beta chromodomain-methylated histone interaction inhibition; P83916; AlphaScreen HP1-beta / biotin-H3K9me3 peptide binding; Potency, µM (series often up to 114 µM), without a hit: at the top dose activity change, negative = inhibition, usual class: inhibitors; actives 0.56% (n = 390,000); AID 540317; further: potency means the concentration at half of the fitted maximal effect; nearly all actives have a fitted effect of over 70% in size; inactives centre near 23
# Target sequence (P83916 whole entry, looked up): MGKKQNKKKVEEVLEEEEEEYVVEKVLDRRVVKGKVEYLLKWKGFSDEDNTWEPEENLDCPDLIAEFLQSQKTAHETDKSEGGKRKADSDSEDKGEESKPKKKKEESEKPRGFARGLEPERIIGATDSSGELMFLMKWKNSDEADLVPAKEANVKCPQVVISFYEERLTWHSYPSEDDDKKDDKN
#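 HP1-beta protein (50 nM final) preincubated 30 min at room temperature with biotinylated H3(1-18)K9me3 peptide (50 nM) in PBS pH 7.4, 0.01% Tween-20, then compound added for 30 min. AlphaScreen streptavidin donor/nickel chelate acceptor beads (10 ug/mL final), 30 min dark, luminescence read.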
# 12-LOX inh = inhibitors of human 12S-lipoxygenase ALOX12; P18054; actives 1.1% (n = 580,000); Potency, µM (top dose mostly 108 µM), for inactives: at the top dose activity change, negative = inhibition, hits mostly inhibitors; purified 12hLO, xylenol orange hydroperoxide absorbance; AID 1671190; further: potency means the concentration at half of the fitted maximal effect; on the % scale 0 is the no-effect control and ±100 the full control effect
#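 Purified human 12hLO at 150 nM in 25 mM Hepes, 0.01% Triton X-100, pH 7.0, preincubated 15 min at room temperature with compound. Reaction started with 40 uM arachidonic acid, 30 min at room temperature. Hydroperoxide measured by Fe-xylenol orange, 573/405 nm absorbance ratio.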
# ERG-DNA inh = blocks human ERG Ets domain binding to DNA; P11308; fluorescence polarization, His-ERG Ets domain / labelled DNA; Potency, µM (titrated, usually from 76.9 µM), without a hit: at the top dose FP activity, negative = inhibition, most hits filed as inhibitors; actives 0.028% (n = 370,000); active means well fitted inhibition curve with a large enough effect in the polarisation, with a control signal flat; inconclusive means small, poorly fitted or top-dose-only effect, or effect the other way, or a change in a side signal; inactive means no such curve, though single readings can be large or run the other way; the % refers to the polarisation;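 further: polarization taken with two DNA probes labelled with fluorescein and Texas red; potency means the concentration at half of the fitted maximal effect; % of control where 0% means no effect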
#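 His-tagged ERG Ets domain (1 uM in the protein solution; 300mM KCl, 50mM Tris-HCl, 1mM EDTA, 1mM DTT, pH 7.5) received compound, then a probe mix of 5 nM fluorescein-DNA and 100nM Texas-615-DNA. Fluorescence polarization was read for both dyes.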
# JMJD2A Tudor inh = blocks the human JMJD2A Tudor domain; O75164; AlphaScreen JMJD2A-Tudor / H3K4me3 peptide binding; Potency, µM (top dose mostly 114 µM), for inactives: top-dose activity change, negative = inhibition, hits mostly inhibitors; actives 4.4% (n = 390,000); AID 504339; further: potency means the concentration at half of the fitted maximal effect; on the % scale 0 is the no-effect control and ±100 the full control effect; nearly all actives have a fitted effect of over 50% in size
# BAZ2B inh = blocks human BAZ2B; Q9UIF8; AlphaScreen BAZ2B-H3K14Ac peptide displacement; Potency, µM (series often up to 114 µM), for the others: top-dose activity change, negative = inhibition, usual class: inhibitors; actives 4.4% (n = 360,000); further: potency means the concentration at half of the fitted maximal effect; on the % scale 0 is the no-effect control and ±100 the full control effect; nearly all actives have a fitted effect of over 60% in size
#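 Protein-peptide AlphaScreen: BAZ2B 50 nM, b-H3K14Ac 50 nM, 1x PBS pH 7.4 + 0.01% Tween-20. Preincubation 30 min RT; cpd 30 min RT (top 110 uM); beads 20 min RT, light-protected.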
# PI4K2A block = PI4K2A (human) kinase inhibition | AID 1346378 | actives 0.13% (n = 420,000) | purified PI4K2A, ADP-Glo luminescence, 1 h; hits give low values | activity change, negative = inhibition, % at 76.9 µM; in the data active means activity change below about -50%; inconclusive means mostly about -30% to -49%;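 further: -100% = wells without enzyme as full effect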
# Target sequence (Q9BTU6 whole entry, looked up): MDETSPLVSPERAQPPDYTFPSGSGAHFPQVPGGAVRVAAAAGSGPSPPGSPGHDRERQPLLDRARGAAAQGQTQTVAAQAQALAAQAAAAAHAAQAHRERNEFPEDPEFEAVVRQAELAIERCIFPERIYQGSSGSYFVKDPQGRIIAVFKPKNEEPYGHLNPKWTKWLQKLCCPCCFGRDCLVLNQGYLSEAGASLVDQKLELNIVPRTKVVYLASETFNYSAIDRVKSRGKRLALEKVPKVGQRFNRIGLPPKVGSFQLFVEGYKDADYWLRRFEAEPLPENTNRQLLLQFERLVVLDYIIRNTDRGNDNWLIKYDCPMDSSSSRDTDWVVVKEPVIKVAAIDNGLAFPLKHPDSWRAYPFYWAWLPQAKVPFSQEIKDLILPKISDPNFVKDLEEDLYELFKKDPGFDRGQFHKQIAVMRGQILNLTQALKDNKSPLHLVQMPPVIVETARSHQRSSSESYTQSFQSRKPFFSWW
#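 In this quantitative HTS, ADP production by PI4K2A was quantified luminescently after 1 h at ambient temperature; 100 microM adenosine served as plate-quality control.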
# G9a block = blocks human histone lysine methyltransferase G9a; G9a H3K9 monomethylation, AlphaScreen, 2 h; Potency, µM (series often up to 102 µM), without a hit: at the highest dose activity, negative = inhibition, usual class: inhibitors; actives 8.8% (n = 350,000); further: potency means the concentration at half of the fitted maximal effect; on the % scale 0 is the no-effect control and ±100 the full control effect; nearly all actives have a fitted effect of over 75% in size
# Target sequence (Q96KQ7 913-1193 limits assumed): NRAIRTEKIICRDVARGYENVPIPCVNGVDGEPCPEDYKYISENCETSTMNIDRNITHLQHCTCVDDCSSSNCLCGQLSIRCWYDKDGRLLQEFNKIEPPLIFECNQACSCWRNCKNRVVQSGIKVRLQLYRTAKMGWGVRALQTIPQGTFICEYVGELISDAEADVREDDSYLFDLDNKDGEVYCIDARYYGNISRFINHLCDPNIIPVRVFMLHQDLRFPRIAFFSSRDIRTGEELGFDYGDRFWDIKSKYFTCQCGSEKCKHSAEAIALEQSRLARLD
#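 Quantitative HTS format: methyltransferase activity on a biotin-tagged H3K9 peptide is measured by AlphaScreen, using a rabbit anti-monomethyl-H3K9 antibody with streptavidin donor and anti-IgG acceptor beads. Final levels are 20 nM enzyme, 500 nM peptide, 20 uM SAM; 2 h RT.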
# Numbers without * were called inactive; ? = inconclusive; · = not tested or not shown; & = joins results of further samples; [ ] = dose if it differs, or a comment. Unless noted, the call rests on the fitted dose curve; in most records, active means well fitted curve in the direction sought with a large enough effect; inconclusive means small, poorly fitted or top-dose-only effect, or another doubt; inactive means no such curve, though single readings can be large; an effect the other way counts as inactive or inconclusive.
PI4K2A block | G9a block | BAZ2B inh | GLS inh | JMJD2A Tudor inh | 12-LOX inh | ERG-DNA inh | HP1b chromo inh | RGS4 inhibitor | SMILES
-1 | 9%[59 µM] | 5% | 0% | -2% | -8% | -3% | 39%[activator] | -14% | Cc1ccc(NC(=O)CN(C)S(=O)(=O)c2ccc3c(c2)n(C)c(=O)c(=O)n3C)cc1F
2 | · | · | -4% | -6% | -6% | 6% | 25% | 13% | CCCCN(C(=O)c1ccc2c(c1)S(=O)(=O)N=C1CCCCCN12)c1c(N)n(CC(C)C)c(=O)[nH]c1=O
-1 | 13% | 11% | -2% | -7% | -8%&-4% | ? | 20% | -10% | COc1ccc(NC(=O)CSc2nc(C)c3c(c2C#N)CCCC3)cc1
3 | 50µM* | -35% | 8% | -12% | ? | 11% | 26% | 16% | COC(=O)c1ccc(C2C(C(=O)c3ccc(C)o3)=C(O)C(=O)N2c2cc(C)on2)cc1 (configuration not stated)
-2 | 42% | 15% | -14% | 34% | -20% | 10% | 101%[activator] | 12% | CCC(C(=O)OCC(=O)NC(=O)c1ccccc1OC)c1ccccc1 (configuration not stated)
6 | -4% | ? | 1% | -29% | 19% | -3% | 27% | -37% | Cn1c(C(=O)OC(C(=O)NC2CCCCC2)c2cccnc2)cc2sccc21 (configuration not stated)
-3 | 15%[2.33 µM] | 9% | 15% | -21% | -9%&-14% | -6% | 17% | -7% | Cc1cc(C(=O)OCC(=O)Nc2cc(C)on2)c2ccccc2n1
0 | ? | -6% | 7% | -21% | -17% | -1% | 32% | -16% | CCc1sc(Nc2ccc(Cl)cc2)nc1-c1cc2cccc(OC)c2oc1=O
-2 | -6% | 18% | -8% | 0% | 7% | 1% | 17% | 30% | CC(C)N1C(=O)c2ccccc2C1C(=O)NC1CCCCCC1 (configuration not stated)
-5 | 8%[0.501 µM] | 0% | 29% | -18% | 1% | 6% | 11% | 6% | Cc1nc2c(C)cccn2c(=O)c1NC(=O)c1cccc2ccccc12
-6 | 50µM* | ? | 14% | -13% | -22% | -6% | 31% | -8% | CC(=O)Nc1scc(-c2ccccc2)[n+]1-c1ccc(C)cc1
3 | ? | -3% | -5% | -2% | -2%&1% | 1% | 38%[activator] | 19% | CCN(CC)S(=O)(=O)c1ccc(Oc2cccc(C(C)=O)c2)nc1
0 | 50µM* | 12% | 2% | ? | -34% | -2% | 29% | -37% | O=C(COC(=O)c1cccc(C(=O)OCC(=O)NC2CCCCC2)n1)NC1CCCCC1
3 | 0% | 12% | 4% | -5% | · | -8% | 12% | 36% | COc1ccc(NC(=O)CN(C)C(=O)C2=COCCO2)cc1
-6 | 0% | 14% | -14% | -16% | 1% | 17% | 11% | 21% | CCN(CC)CCNC(=O)Cn1cnc2sc(C)c(S(=O)(=O)N3CCN(c4ncccn4)CC3)c2c1=O
-11 | -4% | -1% | -5% | ? | 13% | 4% | 0% | -20% | COc1ccccc1NC(=O)c1nn(C)c(C(=O)Nc2ccccc2OC)c1[N+](=O)[O-]
3 | 6%[59 µM] | -16% | -1% | -10% | -8%&-25% | 0% | 44%[activator] | 0% | Cc1ccccc1-c1nc2cc(NC(=O)COc3ccc(F)cc3)ccc2o1
5 | 20%[2.33 µM] | 3% | 6% | -16% | 1% | -10% | 15% | 9% | Cc1cc(=O)oc(C)c1C(=O)NCCCN1C(C)CCCC1C (configuration not stated)
-1 | 22% | -15% | -4% | -14% | -8% | -6% | 14% | 4% | Cn1c(Cc2ccccc2)nnc1SCC(=O)Nc1ccccc1
-1 | 5%[12.7 µM] | 0% | 0% | -16% | -18% | 10% | 22% | -5% | COc1ccccc1OC(=O)C1CC(=O)N(c2ccc(Cl)cc2)C1 (configuration not stated)
4 | ? | -1% | 19% | 89µM* | 1% | 0% | -6% | -9% | COc1ccc(OC)c2[nH]c(C(=O)O)cc12
1 | 4%[59 µM] | 10% | -10% | -7% | -10% | -2% | 9% | -1% | CCOC(=O)c1ccc[n+](CC(=O)c2ccccc2)c1
-7 | 15%[12.7 µM] | 6% | 4% | 6% | 1% | 4% | 34% | -2% | CNC(=O)NC(=O)CSc1nnc(C(F)(F)F)n1C
0 | ? | -6% | 11% | -28% | ? | · | 15% | 5% | O=C(N1CCN(Cc2ccc3c(c2)OCO3)CC1)C12CC3CC(CC(C3)C1)C2
-9 | 13µM* | 79µM* | 10% | 8.9µM* | 16% | -1% | -6% | 11% | NC(Cc1ccc2nonc2c1)C(=O)O (configuration not stated)
-2 | -2% | -3% | -17% | -7% | 2% | 12% | 58%[activator] | 3% | CC(=O)c1cccc(NC(=O)Nc2ccc3c(c2)CCC3)c1
0 | -4% | -2% | -7% | -11% | -10% | -1% | 21% | 18% | COc1ccc(CNC(=O)CN2CCN(c3ccc(F)cc3)CC2)cc1
1 | ? | -28% | 16% | -15% | -19% | 16% | 8%[57 µM] | -22% | Cc1cccc(N2CCN(C(=S)Nc3ccc4nc(N5CCN(C)CC5)cc(C)c4c3)CC2C)c1 (configuration not stated)
0 | 9% | -4% | 2% | 0% | -14% | 2% | 37% | -18% | CCN(C(=O)C1CCCN1S(=O)(=O)c1cccc2nsnc12)c1ccccc1 (configuration not stated)
0 | 14% | -14% | 0% | -22% | 1% | 10% | -19% | 13% | COc1ccc(C(CNC(=O)Cc2cccs2)N(C)C)cc1 (configuration not stated)
2 | -61% | 12% | -4% | 4% | 0% | -5% | 40%[activator] | -24% | CCOCCCNC(=O)C(NC(=O)c1ccc2c(c1)OCO2)c1ccc(OC)cc1 (configuration not stated)
-5 | -5%[59 µM] | -7% | 3% | -15% | -2% | -2% | 38% | -16% | CCCN1CCN(c2cc3c(cc2F)c(=O)c(S(=O)(=O)c2ccc(CC)cc2)cn3CC)CC1
-4 | ? | 11% | 46%[activator] | -2% | 166%[activator][57.4 µM] | 3% | 33%[activator] | 0% | CCNc1nc2ccccc2[nH]1
2 | · | -6% | 3% | 12% | 4% | 1% | 47%[activator] | -4% | Cc1ccn(CC(C)C(=O)O)n1 (configuration not stated)
-1 | 37% | -25% | 5% | ? | ? | 74%[activator] | 34% | -37% | O=C(O)CSc1c2ccccc2cc2ccccc12
-10 | 24% | ? | -7% | -7% | -9% | -3% | 28% | -8% | CCOC(=O)c1c2ccc(OCC(=O)N/N=C/c3ccc(C)cc3)cc2n2ccccc12
1 | 45µM* | ? | 16% | 40µM* | ? | 41%[activator] | ? | -27% | Cc1ccccc1N=C1NC(=O)/C(=C/c2cccn2C)S1
-5 | 0% | -18% | 8% | -9% | -5% | 2% | 18% | 8% | Cc1cc(C(=O)Nc2ccon2)c(C)o1
3 | 15%[12.7 µM] | -2% | 3% | -8% | 4% | 7% | 26% | 19% | CN1C(=O)NC(NC(=O)C2CCCCC2)(C(F)(F)F)C1=O (configuration not stated)
-7 | -16%[59 µM] | ? | 0% | -15% | -1% | -4% | -8% | -1% | O=c1oc2cc(Oc3ccc(C(F)(F)F)cc3[N+](=O)[O-])ccc2c2c1CCCC2
-2 | 109%[activator][59 µM] | 308%[activator] | -2% | 8%[11.4 µM] | 0% | 6% | 160%[activator] | -10%[11.4 µM] | Clc1ccc(Cn2nnc(-c3ccccc3)n2)cc1
-3 | 8%[59 µM] | -22% | -11% | -23% | -18% | 8% | 0% | -24% | O=C(CC1N=C2c3ccccc3N=C(SCC(=O)Nc3ccc(F)cc3)N2C1=O)NCc1ccco1 (configuration not stated)
-3 | ? | -24% | 2% | -34% | -4% | 1% | 3% | 8% | COc1ccccc1-c1noc(CSc2nnc(-c3ccccc3)n2-c2ccc(C)c(C)c2)n1
-6 | ? | 5.6µM* | 0% | 56µM* | -23% | 3% | 28% | ? | CC(=O)Nc1ccc(C(=O)Nc2nc(-c3ccccn3)cs2)cc1
2 | 10% | -13% | 3% | -11% | -15% | -1% | 35% | 30% | CCn1cc(/C=C(\NC(=O)c2ccccc2F)C(=O)NCCCN2CCOCC2)c2ccccc21
3 | 4%[59 µM] | 4% | 4% | -11% | 2% | 11% | 26% | 4% | COc1ccc(N2C(=O)C(CC(=O)Nc3ccc(F)cc3)N(CCc3cccs3)C2=O)cc1 (configuration not stated)
2 | ? | -10% | 22% | 8% | 0% | -5% | 25% | -5% | COc1cc2c(C(=O)O)c(C)n(C)c2c2ccccc12
3 | 6% | 5% | · | 20% | -25% | 2% | 18% | -25% | CC(=O)Nc1ccc(-c2nnc(SCc3ccccc3C#N)n2C)cc1
3 | · | -37% | -3% | -23% | ? | 1% | 25% | 0% | CC(C)[C@H](NC(=O)[C@@H]1CSC2c3ccccc3C(=O)N21)C(=O)NCc1ccco1 (some centres not stated)
-2 | 6% | 13% | -11% | -8% | 0% | 4% | 21% | 29% | Cc1cccc(N(C(=O)c2ccco2)C(C(=O)NC2CCCC2)c2cccnc2)c1C (configuration not stated)
-3 | 0%[59 µM] | 1% | 28% | -2%[57.1 µM] | -10% | 3% | 40% | -21% | COc1cc(/C=C(\C#N)C(=O)NCc2cccs2)ccc1O

# This is a subset. The share of hits here may be higher or lower than overall.
